# Screening results: PubChem, ICCB-Longwood Screening Facility, Harvard Medical School
# PV pol inh – inhibitors of poliovirus RNA polymerase binding and polymerization | P03300 | poliovirus polymerase elongation, fluorescence polarization; hits give low values | % elongation, % (compound at 16.7 µg/mL) | 150,000 tested, 0.66% active | AID 588519; in the data active means % elongation below about 90%; further: some results filed as inactive read as strong as hits
# Target sequence (P03300 1749-2209 limits assumed): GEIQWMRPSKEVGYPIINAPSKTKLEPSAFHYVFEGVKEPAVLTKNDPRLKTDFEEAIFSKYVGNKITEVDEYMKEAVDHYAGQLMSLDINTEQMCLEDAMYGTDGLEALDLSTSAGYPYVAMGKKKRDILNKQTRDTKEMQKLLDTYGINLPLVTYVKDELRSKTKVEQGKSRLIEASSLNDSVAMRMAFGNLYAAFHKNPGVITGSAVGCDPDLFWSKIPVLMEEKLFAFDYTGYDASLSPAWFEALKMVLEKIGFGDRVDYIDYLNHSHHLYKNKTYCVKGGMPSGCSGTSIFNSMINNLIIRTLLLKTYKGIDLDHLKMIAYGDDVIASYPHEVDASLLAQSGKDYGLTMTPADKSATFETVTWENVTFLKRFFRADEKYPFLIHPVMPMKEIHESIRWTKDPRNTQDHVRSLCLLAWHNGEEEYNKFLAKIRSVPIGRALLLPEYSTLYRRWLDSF
# PV pol inh FP z-score – recorded beside PV pol inh, whose call it bears; z-score; measured here: FP z-score; hits read low
# * marks the source's active call; other numbers are inactive results; & = joins results of further samples. A portion of the library, so the mix of outcomes need not match the whole.
SMILES	PV pol inh FP z-score	PV pol inh
O=C(NCc1cccs1)c1ccc(Cn2c(SCc3cccc(F)c3)nc3cccnc32)cc1	0.2	111
Cc1cc(Cl)c(O)c(-n2nc3ccccc3n2)c1	0.6	105
CC(=O)OCC(=O)c1ccc(NC(=O)c2ccccc2)cc1	0.4	103
Cc1ccc(NC(=O)c2cnc3cc(C)ccn3c2=O)c(C)c1	3.5	116
Cc1c(C)c(C)c(C(=O)c2ccccc2C(=O)NCc2cccnc2)c(C)c1C	-0.3	101
COc1ccc(C)cc1NC(=O)c1cccn(Cc2cccc([N+](=O)[O-])c2)c1=O	1	111
COCCCNC(=O)CS(=O)Cc1nc(-c2cccc(C)c2)oc1C (stereo not drawn)	0.3	108
Cc1ccn2cc(C(=O)OC(C)c3nnc(-c4cccs4)o3)nc2c1 (stereo not drawn)	0	100
CCOc1ccccc1/C=N\N1CCN(c2ccccc2)CC1	0.5	104
Cc1cccn2c(=O)c(C(=O)NCc3ccccc3Cl)c(O)nc12	1.7	110
CC1CCN(S(=O)(=O)c2ccc3[nH]c(=O)[nH]c3c2)CC1	0	101
COc1ccccc1NC(=O)c1cc2ccccc2c(C=Nc2ccc(NC(C)=O)cc2)c1O	1.9	111

# Next part:
SMILES	PV pol inh FP z-score	PV pol inh
O=C(CSc1nnc(COc2cccc3cccnc23)o1)N1c2ccccc2CCc2ccccc21	0.2	102
Cn1c(C(=O)O)ccc1S(=O)(=O)N1CCN(c2ccc(C(F)(F)F)cn2)CC1	1	105
COC(=O)c1c(NC(=O)Cc2coc3cc(C)ccc23)sc2c1CCCC2	0	115
COc1ccc(C(CC(=O)Nc2ccc(C)c(C)c2)N2Cc3ccccc3C2=O)cc1OC (stereo not drawn)	-0.4	105
C=CS(=O)(=O)c1ccc(OC)c(N)c1	-0.7	95
COc1ccc(C(=O)Nc2ccc(CN3CCCCC3)cc2)cc1	1.7	103
Cc1cccc(CCNC(=O)c2cc3c(s2)-c2c(C)cccc2OC3)c1	-2	98
CN1CCC(OC(=O)c2ccc(Cl)cc2Cl)CC1	-0.5	100
Cc1ccc(Oc2coc3cc(OCC(=O)N4CCCCC4)ccc3c2=O)cc1	-0.1	100
COC(=O)c1cccc(-n2c(CCC(=O)O)ccc2-c2cccs2)c1	-0.4	102
c1ccc2c(c1)ncn2CCN1CCOCC1	0	100
CCN1C(=O)c2ccccc2S(=O)(=O)c2ccc(C(=O)NCCN3CCCCCC3)cc21	-1.2	98

# Another view of 2 compounds above.
# Every second line gives: PV pol inh FP z-score, PV pol inh
Cn1c(C(=O)O)ccc1S(=O)(=O)N1CCN(c2ccc(C(F)(F)F)cn2)CC1
  1, 105
COC(=O)c1c(NC(=O)Cc2coc3cc(C)ccc23)sc2c1CCCC2
  0, 115

# (continued)
SMILES	PV pol inh FP z-score	PV pol inh
COc1ccc2nc(N(Cc3cccnc3)C(=O)c3ccc4c(c3)OCCO4)sc2c1	-1	104
Cc1cccc(C)c1N1CCN(C(=O)N2CCCCC2)CC1	-0.3	100
N#Cc1ccc(OCCOCCn2cncn2)cc1	0.2	101
COc1ccc(Nc2cc(C(=O)NCCCN3CCCC3)c3ccccc3n2)cc1	0.3	102
COC(=O)c1noc(C)c1-c1ccnn1C(=O)c1ccc(Cl)cc1	-0.1	101
COC(=O)c1sc2cccc(F)c2c1S(=O)(=O)N1CCN(c2ccc(C)cc2C)CC1	-0.3	105
CCOc1ccc(C(=O)NC(C(=O)NCC2CCCO2)C(C)C)cc1 (stereo not drawn)	-0.3	101
Cc1nn(CC(=O)Nc2ccccc2F)c(=O)c2cccn12	-0.8	100
CCOc1ccc(CCNC(=O)CCCc2nnc3n(CC(C)C)c(=O)c4sccc4n23)cc1	0.4	119
COc1ccc(CC(=O)OCC(=O)NC2CC2)cc1	-0.1	106
COC(=O)c1cc2sc(Cl)cc2n1Cc1nc(-c2ccc(OC)cc2)oc1C	1.5	111
Cc1cc(C)nc(NC(N)=NC(C)c2ccccc2)n1 (stereo not drawn)	0.1	101

# No new results follow: entries from further up.
SMILES	PV pol inh FP z-score	PV pol inh
O=C(NCc1cccs1)c1ccc(Cn2c(SCc3cccc(F)c3)nc3cccnc32)cc1	0.2	111
Cc1cc(Cl)c(O)c(-n2nc3ccccc3n2)c1	0.6	105
CC(=O)OCC(=O)c1ccc(NC(=O)c2ccccc2)cc1	0.4	103
Cc1ccc(NC(=O)c2cnc3cc(C)ccn3c2=O)c(C)c1	3.5	116
Cc1c(C)c(C)c(C(=O)c2ccccc2C(=O)NCc2cccnc2)c(C)c1C	-0.3	101

# Following part:
SMILES	PV pol inh FP z-score	PV pol inh
Cn1c(NC(=O)c2ccccc2NC(=O)c2ccccc2)nc2ccccc21	0.1	102
N/C(=N/O)c1ccccc1N	-0.3	102
Cc1cc(Nc2ccccc2)nc(Nc2ccccc2)n1	-0.3	101
COc1cccc(NC(=O)CCNS(=O)(=O)c2ccc(Br)s2)c1	0.8	108
CCOC(=O)C(C)NC(=O)c1cc2c(=O)[nH]c3ccc(C)cc3c2s1 (stereo not drawn)	0.6	106
CCCN1C(=O)c2oc3cc(C)cc(C)c3c(=O)c2C1c1ccc(F)cc1 (stereo not drawn)	-1	104
COCCN(C(=O)c1ccco1)c1nnc(-c2ccc(F)cc2)s1	0.3	102
Cc1nc2ccc(S(=O)(=O)NC(CC(C)C)C(=O)N3CCN(c4ccc(F)cc4)CC3)cc2s1 (stereo not drawn)	-4.2	92
COCCN(Cc1nc2ccccc2c(=O)[nH]1)C(=O)C1=NN(c2cccc(C)c2)C(=O)CC1	0.4	106
COc1ccc(/C=N/c2nc3ccccc3n2Cc2ccc(Cl)cc2)cc1OC	1.1	105
CC(=O)Oc1ccc(Nc2nc3nonc3nc2Nc2ccccc2)cc1	0.2	102
COC(=O)C1=C(CN(C)CCc2ccc(OC)c(OC)c2)NC(=O)NC1c1cccc(OC)c1 (stereo not drawn)	1	104

# Continuation:
SMILES	PV pol inh FP z-score	PV pol inh
CCCCn1nc(NC(=O)c2cccc(Cl)c2)c2cc3ccc(C)cc3nc21	0.2	118
c1ccc(Nc2cc(-c3ccccc3)[nH]n2)cc1	-0.4	101
Cc1c(C#N)c(N)n(Cc2cc(C(F)(F)F)cc(C(F)(F)F)c2)c1C	0.8	105
Cc1cc(-c2cn3nc(-c4ccccc4)c(-c4ccccc4)nc3n2)c(C)n1Cc1ccco1	-5	45
Nc1c2c(nc3ccccc13)CCCC2	0.1	101
CCOC(=O)c1ccccc1NC(=O)N1CCN2CCCCC2C1 (stereo not drawn)	-1.1	103
Cc1ccc(CNc2c(C)c(C)nc3nncn23)cc1	0.2	109
COc1cccc(CNS(=O)(=O)c2cc(Br)cc3c2N(C(C)=O)C(C)C3)c1 (stereo not drawn)	1.4	109
O=C(Nc1ccc(Cl)c(C(F)(F)F)c1)C1CCN(S(=O)(=O)c2cccc3nonc23)CC1	0.8	109
CCc1nc2nc(C)c(NS(=O)(=O)c3ccc(C(C)(C)C)cc3)c(=O)n2[nH]1	-0.6	103
COCCn1c(Sc2ncnc3sccc23)nc2ccccc21	0.6	106
CC(C)NC(=O)COc1ccc(S(=O)(=O)N2CCCC2)cc1	0.9	104

# Next part.
SMILES	PV pol inh FP z-score	PV pol inh
Cc1ccc(C(=O)OCC(=O)Nc2ccc(Cl)c(Cl)c2)s1	3.7	109
CC(=O)N(C)Cc1nc2ccccc2n1C	-0.1	100
Cc1cccc(C)c1NC(=O)CS(=O)(=O)c1nc(-c2ccc(Cl)cc2)cn1-c1ccccc1	-0.4	104
COc1cccc(CNC(=O)Cn2c(=O)oc3cc(S(=O)(=O)N4CCC(C)CC4)ccc32)c1	-0.6	100
CC(=O)c1ccc(N2CCN(c3ccc(NC(=O)c4ccc(F)cc4)cc3C(=O)O)CC2)cc1	0.3	108
O=C(COC(=O)/C=C/c1ccco1)Nc1cc(-c2ccccc2)nn1-c1ccccc1	-0.5	98
CCOc1ccc(-c2cc(CCCC(=O)NCCc3ccc(Cl)cc3)no2)cc1	-0.2	103
Cc1ccc(CCNS(=O)(=O)c2c(C)nc3sccn3c2=O)cc1	0.7	106
O=C(COc1ccc(Cl)cc1)Nc1ccc(O)c(-c2nc3ccccc3s2)c1	0.2	108
COc1ccc(CCNC(=O)c2c(O)nc3cc(C)ccn3c2=O)cc1OC	0.1	105
COc1ccccc1N1CCN(C(c2ccccc2)c2nnc(-c3ccccc3Cl)o2)CC1 (stereo not drawn)	0.7	109
Cc1cc(C)c(NC(=O)CCNC2CCCCC2)c(C)c1	-0.6	98

# Additional compounds.
SMILES	PV pol inh FP z-score	PV pol inh
CCc1ccccc1NC(=O)Cn1cc2c(n1)CCCC2	0.4	103
CC(=O)Oc1ccc(C)cc1NC(=O)CC1SC(=Nc2ccc(F)cc2)N(C)C1=O (stereo not drawn)	-0.2	100
Cc1cc(=O)n(Cc2cccc(Cl)c2)c2c1c(C)nn2-c1ccccc1	-0.5	104
O=C(O)CC1(CC(=O)Nc2cccnc2)CCCC1	-0.4	100
Cc1ccccc1NC(=O)N1CCC(C(N)=O)CC1	0.4	101
CC(=O)n1c(=O)oc2cc(Cl)ccc21	0	102
Cc1ccc(NC(=O)CSc2nnc3[nH]c(=O)cc(C)n23)cc1Cl	0	107
O=C1CSC2(C(=O)Nc3ccccc32)N1c1ccccc1 (stereo not drawn)	0	102
COc1ccccc1C(=O)Nc1ccc(-c2nc3ccccc3o2)cc1	0.5	102
CCCCSc1nnc(-c2ccc3[nH]c(C)c(C)c3c2)o1	0.4	103
O=C(COC(=O)C1CCN(S(=O)(=O)c2ccc3c(c2)OCCO3)CC1)c1c[nH]c2ccccc12	-0.4	99
CN(CC(=O)Nc1ccc(N2CCOCC2)cc1)CC(=O)Nc1cccc(Br)c1	0.2	105

# (further entries)
SMILES	PV pol inh FP z-score	PV pol inh
COc1ccc(Cl)cc1NC(=O)c1c(NCc2ccc(C)o2)sc2c1CCCC2	5.7	139
COCCn1c(-c2ccccc2)n[nH]c1=S	-1	95
Cc1cccc(NC(=O)c2oc3ccccc3c2NC(=O)c2cc(=O)c3ccc(C)cc3o2)c1	-0.6	104
CSc1ncc(C(=O)Nc2c(C)cccc2C)c(-c2ccccc2)n1	-0.8	103
O=C(Cc1ncc(-c2ccccc2)cn1)c1ccccc1	-0.4	98
O=C(C1c2ccccc2C(=O)N2CCc3ccccc3C12)N1CCN(c2ccccc2)CC1 (stereo not drawn)	-0.1	101
O=C(CN1CCC(C(=O)Nc2ccccc2)CC1)NCc1ccc(CN2CCOCC2)cc1	-0.3	101
Cc1ccc(Cn2c(CCNC(=O)c3cccc(C)c3)nc3ccccc32)cc1	-0.1	106
O=C(COC(=O)c1cc(F)c(F)cc1Cl)NC1CC1	0.4	102
Cc1noc(C)c1COC(=O)Cc1ccc(Cl)cc1	0	102
CN1C(=O)c2[nH]nc(-c3ccc(F)cc3)c2C1c1cccc(O)c1 (stereo not drawn)	-0.4	104
O=C(NCc1cccs1)c1csc(Cc2c(Cl)cccc2Cl)n1	0.6	106

# Additional compounds
SMILES	PV pol inh FP z-score	PV pol inh
O=C(O)CCN(Cc1ccccc1)S(=O)(=O)c1ccccc1Cl	-0.2	101
Cc1ccc2nc(SCC3CCCCO3)[nH]c2c1 (stereo not drawn)	0.1	99
CCc1nn(CC(=O)NC(C)CC)c(=O)c2cc3occc3n12 (stereo not drawn)	-0.2	107
O=C(COC(=O)C12CC3CC(CC(C3)C1)C2)NCc1ccco1	0.8	104
CC(=O)NC(Nc1ccccc1)(C(F)(F)F)C(F)(F)F	0.3	106
COC(=O)c1cnc(N2CCCN(C(=O)c3cc(C(C)(C)C)nn3C)CC2)nc1C(F)(F)F	0.5	105
Cc1c(Cl)cccc1NC(=O)C1NC(=O)CC1c1ccccc1 (stereo not drawn)	-0.5	101
CCc1ccc(N2CC(C(=O)NCc3ccc4c(c3)OCO4)CC2=O)cc1 (stereo not drawn)	0.5	103
O=C(O)c1cc(Sc2ccccc2)nc2ccccc12	0.4	103
CC(Sc1ncn[nH]1)C(=O)Nc1ccc(Cl)cc1 (stereo not drawn)	-0.1	101
COc1ccc(NC(=O)Cn2c(=O)n(Cc3nc(-c4ccccc4)no3)c(=O)c3ccccc32)cc1Cl	-1.2	102
O=C(OCn1nnc2ccccc2c1=O)C1=COCCO1	0.2	104

# Additional entries:
SMILES	PV pol inh FP z-score	PV pol inh
O=C(Nc1c(C(=O)c2ccc(Br)cc2)oc2ccccc12)c1ccco1	0.2	101
Nc1cccc(NC(=O)CCC(=O)O)c1	-0.4	99
S=C(Nc1ccc2[nH]ccc2c1)NC1CCCCC1	0	103
COc1ccc(CCN(C)CCCC(C#N)(c2cc(OC)c(OC)c(OC)c2)C(C)C)cc1OC (stereo not drawn)	-0.1&0.3	101&101
O=C(O)c1cn2ccccc2n1	0.4	104
NC(=O)N1CCC(C(=O)O)CC1	0.2	103
CCOC(=O)C1CCN(C(=O)CSc2n[nH]c(-c3ccccc3Cl)n2)CC1	0.5	111
Cc1nc2ccccc2nc1SCC(=O)Nc1ccccc1	0.1	103
COc1ccc(OC)c(NS(=O)(=O)c2ccc(-n3cccn3)cc2)c1	0.5	110
CCOCCCNC(=O)c1ccc2c(c1)NC(=O)C(CS(=O)(=O)Cc1ccc(F)cc1Cl)N2 (stereo not drawn)	1.2	115
CCC(C)NS(=O)(=O)c1ccccc1C(F)(F)F (stereo not drawn)	0.9	108
COc1cccc(CSc2nc3cc(C(=O)NC4CCCC4)ccc3c(=O)n2Cc2ccccc2)c1	-0.2	107

# New compounds follow:
SMILES	PV pol inh FP z-score	PV pol inh
CC(=O)Nc1ccccc1NC(=O)CN(C)S(=O)(=O)c1ccccc1	0	100
CCOc1ccccc1NC(=O)Cn1c(=O)n(-c2ccc(F)cc2)c(=O)c2c3c(sc21)CN(C(C)=O)CC3	-0.3	104
O=C(NCc1ccco1)c1ccc2c(c1)N(Cc1ccc(F)cc1)C(=O)c1ccccc1S2(=O)=O	-1.1	101
COc1ccc(C(=O)N(Cc2ccc(C(C)C)cc2)C2CCS(=O)(=O)C2)cc1 (stereo not drawn)	-0.5	103
